Screens (PubChem)
PAX8 inh HTS = inhibitors of PAX8-driven TPO luciferase reporter, primary screen, RMG-I cells, single concentration; inhibition, % at 12.6 µM; SteadyGlo, 24 h; actives 1.2% (n = 360,000);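 active means mean replicate inhibition at least 60% with every replicate also reaching 60%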;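 further: luciferase light reporting Pax8 driven TPO promoter activity; plate controls were median of neutral control wells for no effect and mitoxantrone controls for full effect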
LGR2 antag = inhibitors of bursicon-induced LGR2 CRE-luciferase signal, primary screen, cell-based, HEK293, CRE-luciferase reporter, bursicon stimulation; AID 720647, 2013; actives 0.35% (n = 380,000); bursicon-stimulated, 4 h; Drosophila bursicon receptor LGR2 (rickets); inhibition, % at 9.99 µM;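 active means drop in luminescence signal, shown as inhibition above about 50% in the replicate tests, limit read from the data, passing the limit was not always enough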;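 further: agonist challenge used bursicon conditioned medium at about half maximal strength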
EWS-Fli block = EWS/Fli-driven NR0B1 reporter inhibitors, primary screen, A673 cells, NR0B1 luciferase, luminescence, MLPCN library; viability-normalised; inhibition, % at 12.6 µM; actives 0.67% (n = 350,000);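 active means mean inhibition of at least 50% after viability correction, with every replicate also passing that limit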;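 further: firefly luciferase signal divided by Alamar Blue viability fluorescence both relative to DMSO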
Cneo AK release = Cryptococcus neoformans cell lysis inducers, primary screen, AK release luminescence, single concentration; lysis activity, % at 15 µM; actives 0.2% (n = 360,000); C. neoformans lysis, adenylate kinase release luminescence, 4 h; normalised: neutral wells 0, clomiphene wells 100;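 active means mean lysis activity across replicates of at least 80%, whatever share of replicates individually reach that level; inactive means mean lysis activity below 80%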
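Assay system: Cryptococcus neoformans yeast cells / Dosing: single-point compound dose / Timing: 4 h at 37 °C static, read 1 h later / Measured by: luminescence of released adenylate kinase using an AK detection reagent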
FN deposit inh = inhibitors of fibronectin matrix deposition, primary screen, AH1F cells, Alexa488-fibronectin fluorescence, plate reader | AH1F fibroblasts, overnight | inhibition, % at 12.6 µM | actives 0.086% (n = 350,000);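 active means mean inhibition across replicates of 30% or more, regardless of how many single replicates reach that level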;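 further: positive control wells lacked labelled fibronectin entirely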
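Assay system: AH1F fibroblasts / Quantity: 10000 cells per well / Medium: DMEM plus 2% serum, read in PBS / Reagent: labelled fibronectin 24 nM / Dosing: single dose, pinned / Times: 1 h cell attachment, overnight exposure to compound and label / Signal: fluorescence, ex 485 nm, em 525 nm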
Casp6 inh = human caspase-6 inhibitors, primary screen, biochemical, VEID-R110 fluorescence, single point, set 2 | inhibition, % at 12.5 µM | purified caspase-6, Z-VEID-R110 cleavage fluorescence | actives 0.53% (n = 350,000) | P55212;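 active means mean inhibition across replicates at least about 35%, with every replicate also reaching that limit, limit read from the data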;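 further: 0% = median of neutral control wells and 100% = no fluorescence left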
Target sequence (P55212 24-179 limits assumed): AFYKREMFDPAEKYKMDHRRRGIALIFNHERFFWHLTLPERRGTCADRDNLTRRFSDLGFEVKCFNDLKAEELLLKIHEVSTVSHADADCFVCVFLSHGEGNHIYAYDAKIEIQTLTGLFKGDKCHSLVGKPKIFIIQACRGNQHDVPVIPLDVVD
Target sequence (P55212 194-293 limits assumed): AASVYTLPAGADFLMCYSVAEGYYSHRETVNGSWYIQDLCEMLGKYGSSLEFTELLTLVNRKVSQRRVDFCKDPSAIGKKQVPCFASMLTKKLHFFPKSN
miR-122 sensor = miR-122 Renilla sensor signal increase in Huh7, primary screen, miR-122 inhibitor project, cell-based, single point, plate reader. AID 602342, 2012. actives 0.3% (n = 340,000). activation (reporter increase), % at 12.5 µM. Huh7 miR-122 Renilla luciferase sensor, 48 h; neutral wells = 0, positive control = 100;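 active means mean replicate activation score at least 90 and every replicate individually at or above 90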;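 further: higher luciferase means less miR-122 activity so hits act as miR-122 inhibitors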
PGC1a acetyl inh = inhibitors of PGC1a acetylation signal, primary screen, cell-based, U2OS, AlphaScreen, inhibitor mode; AlphaScreen anti-acetyl-lysine; with virally co-expressed GCN5 acetyltransferase; inhibition, % at 15.6 µM; actives 0.17% (n = 350,000); AID 651687, 2012;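 active means every replicate shows inhibition of at least 40%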;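 further: 0% = neutral control wells and 100% = positive control wells; some results beyond the cut were filed as inactive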
* marks the source's active call; other numbers are inactive results; · = no result given; & = joins results of further samples; [ ] = another dose, or the depositor's remark.

canonical_smiles,PAX8 inh HTS,LGR2 antag,EWS-Fli block,Cneo AK release,FN deposit inh,Casp6 inh,miR-122 sensor,PGC1a acetyl inh
COc1ccc(/C=C/c2nc3ccccc3n2Cc2ccccc2OC)cc1,-30,-98,-84,·,-16,-1,·,·
CCCCCC(=O)Nc1cccc(C2=NOC3(C2)C[C@@H](C(N)=O)N(C(=O)c2ccc(OC)cc2)C3)c1 (some centres undefined),15,-14,-6,1,0,·,-10,·
O=C1CC(NS(=O)(=O)c2ccccc2)CN1c1ccc2c(c1)OCCO2 (centres undefined),-11,3,-13,-4,4,1,·,·
Cc1ccccc1CN1CCN(CC(=O)NCc2ccccn2)C1=O,4,-14,0,-1,3,-1,2,-8
C[C@H](O)C#Cc1cnc2c(c1)C(=O)N([C@H](C)CO)C[C@H](C)[C@@H](CN(C)C(=O)Nc1ccc(C(F)(F)F)cc1)O2,23,5,-11,-3,-2,1,·,8
CCC(CC)N1CCN(Cc2nc3ccc([N+](=O)[O-])cc3c(=O)n2-c2ccccc2F)CC1,28,16,13,·,-4,0,·,·
Cc1ccc2c(c1)CCO[C@@]21O[C@H](CCO)C[C@H](O)[C@H]1O,6,-1,-12,-1,·,-3,-8,4
O=C(Nc1ccccc1C(F)(F)F)NC1CCCCCCC1,·,-10,-27,·,·,0,3,-5
O=C(Cn1nnc2ccccc2c1=O)NC1CCCc2ccccc21 (centres undefined),·,·,·,0,5,·,1,5
CCC(=O)NC[C@@H]1[C@@H](c2ccc(C3=CCCC3)cc2)[C@H](CO)N1C(=O)C1CC1,-26,-15,3,0,-2,·,7[16.7 µM],4
C[C@@H]1CCCCO[C@H](CN(C)C(=O)C2CCCCC2)[C@H](C)CN([C@@H](C)CO)C(=O)c2cc(NC(=O)Nc3ccc4c(c3)OCO4)ccc2O1,·,-2,11,2,·,-2,-3[16.7 µM],10
O=C(NCc1ccccn1)c1ccc(Br)s1,·,-5,·,1,·,0,0,7
Cc1ccc(N2C(=O)c3ccccc3C2=O)cc1,1,-34,1,-1,-5,-2,5,3
COC(=O)C1=C/C=C\CN(C(c2ccccc2)c2ccccc2)/C=C\1C(=O)OC,-2,-5,-7,-1,5,2,3,4
CCOC(=O)c1cnc(SC2CC(=O)N(c3ccc(OC)c(OC)c3)C2=O)nc1N (centres undefined),-13,·,·,-1,·,·,-14,5
COc1ccc(NC(=O)Nc2ccc3c(c2)CC(=O)N([C@@H](C)CO)C[C@H](C)[C@@H](CN(C)S(=O)(=O)c2cccs2)O3)cc1,-11,-5,-10,0,2,-1,1[16.7 µM],17

Reformatted: entries from further up.
Second line of a record: PAX8 inh HTS | LGR2 antag | EWS-Fli block | Cneo AK release | FN deposit inh | Casp6 inh | miR-122 sensor | PGC1a acetyl inh
- O=C1CC(NS(=O)(=O)c2ccccc2)CN1c1ccc2c(c1)OCCO2 (centres undefined)
 : -11 | 3 | -13 | -4 | 4 | 1 | · | ·
- Cc1ccccc1CN1CCN(CC(=O)NCc2ccccn2)C1=O
 : 4 | -14 | 0 | -1 | 3 | -1 | 2 | -8
- C[C@H](O)C#Cc1cnc2c(c1)C(=O)N([C@H](C)CO)C[C@H](C)[C@@H](CN(C)C(=O)Nc1ccc(C(F)(F)F)cc1)O2
 : 23 | 5 | -11 | -3 | -2 | 1 | · | 8
- CCC(CC)N1CCN(Cc2nc3ccc([N+](=O)[O-])cc3c(=O)n2-c2ccccc2F)CC1
 : 28 | 16 | 13 | · | -4 | 0 | · | ·
- Cc1ccc2c(c1)CCO[C@@]21O[C@H](CCO)C[C@H](O)[C@H]1O
 : 6 | -1 | -12 | -1 | · | -3 | -8 | 4
- O=C(Nc1ccccc1C(F)(F)F)NC1CCCCCCC1
 : · | -10 | -27 | · | · | 0 | 3 | -5
- O=C(Cn1nnc2ccccc2c1=O)NC1CCCc2ccccc21 (centres undefined)
 : · | · | · | 0 | 5 | · | 1 | 5
- CCC(=O)NC[C@@H]1[C@@H](c2ccc(C3=CCCC3)cc2)[C@H](CO)N1C(=O)C1CC1
 : -26 | -15 | 3 | 0 | -2 | · | 7[16.7 µM] | 4
- C[C@@H]1CCCCO[C@H](CN(C)C(=O)C2CCCCC2)[C@H](C)CN([C@@H](C)CO)C(=O)c2cc(NC(=O)Nc3ccc4c(c3)OCO4)ccc2O1
 : · | -2 | 11 | 2 | · | -2 | -3[16.7 µM] | 10
- O=C(NCc1ccccn1)c1ccc(Br)s1
 : · | -5 | · | 1 | · | 0 | 0 | 7
- Cc1ccc(N2C(=O)c3ccccc3C2=O)cc1
 : 1 | -34 | 1 | -1 | -5 | -2 | 5 | 3

Next part.
canonical_smiles,PAX8 inh HTS,LGR2 antag,EWS-Fli block,Cneo AK release,FN deposit inh,Casp6 inh,miR-122 sensor,PGC1a acetyl inh
CC1SC(C)C(=O)N(CC(=O)NC2CCCCC2)C1=O (centres undefined),-23,10,3,1,4,2,-9,3
CSc1nc(-c2ccc(Cl)cc2)nn1S(=O)(=O)c1ccccc1,·,-30,·,-2,·,·,7,12
C=CCSc1ccc(S(=O)(=O)N2CCN(C)CC2)cn1,-18,-21,1,1,6,-1,-9,1
CCOc1ccc(NC(=O)c2cc(F)c(F)cc2Cl)cc1OCC,-7,-15,0,1,14,-3,14,7
C[C@H](CO)N1C[C@H](C)[C@H](CN(C)C)Oc2ccc(N(C)C)cc2C1=O,4,·,3,-2,3,-9,3[16.7 µM],2
COc1ccc(S(=O)(=O)N(C)C[C@@H]2OCCCC[C@H](C)Oc3ccc(NC(=O)Nc4ccc(F)cc4)cc3C(=O)N([C@@H](C)CO)C[C@@H]2C)cc1,35,7,27,-1,2,1,33[16.7 µM],-7
C=CCN(c1ccccc1C(=O)NCC(=O)O)S(=O)(=O)c1ccccc1C,3,·,9,-3,-3,1,-1,·
CCCCN(C(=O)c1ccc(N(C)S(=O)(=O)c2ccc(C)cc2)cc1)c1c(N)n(CCC)c(=O)[nH]c1=O,1,11,-6,1,-5,3,·,·
O=C(Nc1ccccc1)N1CCCCN2[C@H](C1)[C@H](c1ccc(-c3ccccc3)cc1)[C@@H]2CO,-15,5,1,-2,·,4,24[16.7 µM],2
CCc1nnc(NC(=O)CN2CCN(C(=O)c3ccccc3)CC2)s1,14,11,0,·,4,-2,·,·
CO[C@@H]1CN(C)C(=O)c2ccc(NC(=O)c3ccccc3F)cc2OC[C@H](C)N(C)C[C@@H]1C,-10,0,-5,-1,-1,·,1[16.7 µM],-16
O=[N+]([O-])c1ccc(-c2nc(=S)c3c(o2)CCCC3)cc1,-23,-26,-31,3,2,9,-9,11
OCCc1ccc(NCCc2ccco2)cc1,-36,-13,-70,0,4,4,-3,-6
Cc1ccc(-c2cc(C(F)F)n3ncc(C(=O)N4CCc5ccccc5C4)c3n2)cc1,10,0,17,·,2,0,·,·
COC(=O)/C=C1\SC(N)=NC1=O,-8,-4,4,·,-5,0,·,·
CCc1cccc(NC(=S)N(CCCOC(C)C)C2CCN(C(C)=O)CC2)c1,-2,6,2,1,-13,3,0,·
CSc1cccc(NC(=O)CCNS(=O)(=O)c2ccc3[nH]c(=O)oc3c2)c1,0,0,7,1,5,4,1,-2
C/C(=N\NC(=O)c1c(C)nc2ccccn12)c1ccc(N2CCOCC2)cc1,-2,4,5,·,11,-2,·,·
O=C1NC[C@H](CCCCN2C[C@H](Cc3ccc(O)cc3)N(CC3CCCCC3)C(=O)C2=O)N(CCc2ccc(O)cc2)C1=O,-14,1,-5,·,-5,4,·,·
Cc1nnsc1S(=O)(=O)Cc1ccccc1C(F)(F)F,17,-8,1,1,2,-3,-9,1
Nc1nc2c(ncn2-c2ccccc2)c(=O)[nH]1,-12,-2,7,3,0,-2,-6,10
CCc1cc(C(=O)c2ccccc2)c(N)s1,5,-33,-7,0,4,2,-5,-1
CCOc1ccc(CCNC(=O)c2ccc3c(=O)n4c(nc3c2)CCCCC4)cc1,6,1,9,-1,-3,1,6,-9
CC(=O)N/N=C/c1c(C)[nH]n(-c2ccccc2)c1=O,-3,20,-2,·,21,12,·,·
C[C@@H]1CN([C@@H](C)CO)C(=O)Cc2cc(NC(=O)C3CC3)ccc2O[C@@H]1CN(C)Cc1ccc(Cl)c(Cl)c1,25,-7,·,0,·,-1,-5[16.7 µM],-7
CCn1c(SCC(=O)N/N=C/c2ccc(OC)c(OC)c2)nc2ccccc21,·,-40,·,0,16,·,6,-9
CC(=O)Oc1ccc(C23c4ccccc4C2(OC(C)=O)c2cc(OC(C)=O)ccc23)cc1 (centres undefined),9,11,17,0,·,0,10,3
COc1ccccc1-c1noc2ncnc(Nc3ccccc3C)c12,-13,-13,-2,-1,-9,-1,-2,-6
CNC(=S)N/N=C/c1cn(Cc2ccc(C)cc2)c2ccccc12,30,0,31,72,4,3,2,·
COc1ccc(S(=O)(=O)N(C)C[C@@H]2Oc3ccc(NS(=O)(=O)c4ccccc4)cc3CC(=O)N([C@H](C)CO)C[C@@H]2C)cc1,-31,-8,2,-2,·,1,-2[16.7 µM],6
O=C(NCC[C@H]1CC[C@@H](NC(=O)c2ccc3c(c2)OCO3)[C@H](CO)O1)Nc1cc(F)ccc1F,3,-4,-2,2,2,-3,-9[16.7 µM],6
CCOC(=O)CNC(=O)c1ccc(Br)s1,-4,6,6,7,-10,3,-3,6
CCC(=O)N(C)C[C@@H]1Oc2ncc(Br)cc2C(=O)N([C@@H](C)CO)C[C@H]1C,0,2&-21,8&4,1&51,0&2,0&-3,1,2&2
COc1ccc(C(=O)Nc2cccc(-c3csc(C)n3)c2)cc1S(=O)(=O)N1CCCC1,45,-3,-6,0,3,1,15,-3
CCCC(=O)Nc1ccc2c(c1)OC[C@@H](C)N(C(=O)c1cccnc1)C[C@H](C)[C@@H](OC)CN(C)C2=O,1,-11,-8,·,0,·,·,8
Cc1nnc(N2C(=O)c3oc4ccccc4c(=O)c3C2c2ccco2)s1 (centres undefined),2,25,-3,0,-6,38*,6,-1
